# Screening data as filed in PubChem.
# Ecoli WT expand: growth inhibitors of E. coli BW25113 wild type. AID 710. OD600 absorbance. growth inhibition, % at 100 µM. hit rate 0.15% among 98,000;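 active = growth inhibition above about 50% at one test dose, limit read from the data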;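 note: growth measured after 20 h incubation at 37 °C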
# Fibroblast inh: blocks proliferation of human lung fibroblasts; LL 47 human lung fibroblast viability, ATP luminescence; active compounds read low; viability, % at 10 µM; hit rate 1.1% among 85,000;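 active = viability at or below 50% in the single dose screen; inactive = viability above 50%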;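 note: compound exposure lasted 72 h before the ATP readout; 100% = median luminescence of untreated cell-only wells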
#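 Assay system: human lung fibroblast line LL 47, low passage. Input: 1,150 fibroblasts seeded per well. Times: overnight cell rest, 72 h compound treatment at 37 °C. Evaluation: % viability of median cell-only signal. Technique: luminescent ATP detection, CellTiter-Glo. Control set: cell-only wells, no compound.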
# HUVEC inhibit: blocks proliferation of human endothelial cells | viability, % at 10 µM (by protocol) | hit rate 1.1% among 86,000 | HUVEC proliferation, CellTiter-Glo luminescence, 72 h; active compounds read low | AID 648;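 active = viability at or below 30%; inactive = viability above 30%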;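 note: 100% = median luminescence of DMSO-only cell control wells on each plate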
# H69AR inhibit: growth inhibitors of human H69AR lung tumor cells; H69AR lung tumor viability, ATP luminescence, 72 h; active compounds read low; viability, % at 10 µM; hit rate 6% among 85,000;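 active = viability at or below 40%; inactive = viability above 40%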;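 note: multidrug resistant small cell line overexpressing MRP-1 efflux transporter; 100% = mean luminescence of untreated control wells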
# S1P2 agonist: activates the human S1P2 receptor | S1P2-expressing cell line, agonist reporter read-out | activation, % at 4.5 µM | hit rate 0.46% among 97,000 | AID 729; in the data active = activation above about 16%;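 note: 0% = vehicle low control and 100% = maximal reference agonist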
# Target sequence (O95136 whole entry, looked up): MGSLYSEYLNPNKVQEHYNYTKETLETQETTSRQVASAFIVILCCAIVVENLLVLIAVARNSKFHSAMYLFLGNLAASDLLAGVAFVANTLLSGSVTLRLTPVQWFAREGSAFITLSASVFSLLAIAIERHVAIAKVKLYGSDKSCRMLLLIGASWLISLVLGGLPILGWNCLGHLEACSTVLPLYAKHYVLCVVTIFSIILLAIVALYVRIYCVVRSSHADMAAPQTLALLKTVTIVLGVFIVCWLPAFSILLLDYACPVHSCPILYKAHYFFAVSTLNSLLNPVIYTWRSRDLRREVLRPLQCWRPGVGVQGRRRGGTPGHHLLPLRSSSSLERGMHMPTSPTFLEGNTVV
# PostGolgi ctrl: inhibits growth of the yeast control strain | hit rate 5% among 98,000 | efflux-deficient yeast background strain, growth absorbance A615, 16 h | AID 738 | inhibition, % at 10 µM
# PostGolgi yeast: growth inhibition of a yeast mutant, post-Golgi transport screen | post-Golgi transport phenotypic cell assay | inhibition, % at 10 µM | hit rate 0.9% among 98,000 | AID 739;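 note: yeast cells grown in 1536-well plates; yeast grown about 18 h at 30C before absorbance read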
# S1P2 antag: S1P2 (human) receptor antagonism; AID 736; hit rate 0.21% among 97,000; cell-based S1P2 antagonist assay, inhibition at 5 uM; O95136; inhibition, % at 5 µM; in the data active = inhibition above about 45%;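 note: CRE beta-lactamase reporter cells expressing human S1P2 stimulated with S1P; 0% = agonist at EC80 alone and 100% = agonist plus reference antagonist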
# hDAT+cocaine: changed human dopamine transporter uptake under cocaine IC80. AID 449768. Q01959. LLC-PK1 hDAT cells, [14C]-dopamine uptake with cocaine IC80; actives deviate in either direction. hit rate 1.3% among 110,000. B-score at 10 µM;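 active = Z score or B-score, a plate-position-corrected score, falls beyond the plate's 99.7% confidence bounds, in either direction; inactive = both scores lie inside the 99.7% bounds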;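 note: scored against the spread of the other compound wells on the same plate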
# Target sequence (Q01959 whole entry, looked up): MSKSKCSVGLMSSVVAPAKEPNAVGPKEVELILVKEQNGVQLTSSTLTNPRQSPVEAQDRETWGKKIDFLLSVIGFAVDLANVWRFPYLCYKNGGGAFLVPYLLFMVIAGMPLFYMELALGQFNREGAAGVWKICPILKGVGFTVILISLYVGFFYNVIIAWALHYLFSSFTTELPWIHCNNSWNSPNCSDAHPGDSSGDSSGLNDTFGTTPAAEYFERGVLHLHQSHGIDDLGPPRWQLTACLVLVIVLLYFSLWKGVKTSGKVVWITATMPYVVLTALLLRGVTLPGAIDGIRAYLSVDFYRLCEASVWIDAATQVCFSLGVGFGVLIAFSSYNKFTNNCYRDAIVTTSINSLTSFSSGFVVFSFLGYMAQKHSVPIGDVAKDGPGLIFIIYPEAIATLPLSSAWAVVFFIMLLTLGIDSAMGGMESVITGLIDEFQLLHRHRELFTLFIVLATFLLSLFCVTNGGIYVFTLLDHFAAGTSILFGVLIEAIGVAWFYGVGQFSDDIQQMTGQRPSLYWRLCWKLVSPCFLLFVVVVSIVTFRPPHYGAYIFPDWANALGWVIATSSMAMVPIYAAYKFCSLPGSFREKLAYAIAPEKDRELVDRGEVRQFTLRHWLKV
# Active calls of the source: *; . = not tested or not shown. Cut-off read from the data, not from the text of the source, unless noted: active = inhibition above about 30%; inactive = the rest.
SMILES,Ecoli WT expand,Fibroblast inh,HUVEC inhibit,H69AR inhibit,S1P2 agonist,PostGolgi ctrl,PostGolgi yeast,S1P2 antag,hDAT+cocaine
O=C(Nc1ccc(Cl)cn1)c1cccc(F)c1,17,77,58,95,-5,-1,-5,-1,0.58
O=C(NCn1cnccc1=O)c1ccccc1,2,.,.,.,-4,19,-2,7,-0.92
S=C(NCc1ccc(Cl)cc1)NC12CC3CC(CC(C3)C1)C2,-4,.,.,.,1,69*,16,7,0.31
CCc1nnc(NC(=O)Cn2c(=O)oc3ccccc32)s1,3,104,108,90,-8,0,0,-8,0.046
Cc1cccc(NC(=O)Cc2ccc(F)cc2)c1,8,99,95,100,4,17,2,0,-0.38
Cc1ccc(OCCn2cc(Br)c(=O)[nH]c2=O)cc1,-7,96,106,94,-6,11,-8,1,-0.49
Cc1cccc(-n2c(=O)[nH]c3c(C(N)=O)nc(-c4ccccc4Cl)nc32)c1,-1,53,89,2.5*,.,7,-7,.,.
CCOC(=O)Cn1nnc2c(sc3nc4c(c(-c5ccccc5)c32)CCC4)c1=O,-3,.,.,.,-4,32*,2,-18,-0.033
CC(C)(C)C(=O)Nc1nnc(SCc2ccc(F)cc2)s1,0,108,104,95,-8,11,18,-18,-0.063
CCOc1ccccc1NC(=O)CSc1nnc(CNC(=O)COc2ccc(Cl)cc2)o1,-1,108,92,103,-7,-5,-3,3,0.53
N#C/C(=C\c1ccccc1Cl)C(=O)NC(=O)Oc1ccccc1,2,97,96,77,-4,1,-5,-12,0.79
Cc1nnc(NC(=O)CSc2ccccn2)s1,3,102,105,94,-11,8,-2,10,-0.81
COC(=O)C1=C(C)N(Cc2ccc(C)cc2)C(=O)/C1=C\c1ccc(O)c(OC)c1,2,.,.,.,-3,11,-2,-5,-0.18
CCCCNC(=O)Nc1cc(C(=O)OC)ccc1Cl,2,103,110,81,2,-3,0,-16,-0.64
Cc1cc(C)cc(NC(=O)c2nnn(Cc3cc(C)ccc3C)c2N)c1,-4,96,54,82,0,37*,-8,12,0.64
CCOC(=O)C1CCN(C(=O)Nc2ccc3nc(-c4ccco4)c(-c4ccco4)nc3c2)CC1,-15,93,75,38*,-7,-3,10,12,-0.93
O=C(/C=C/c1cccs1)c1ccc(Br)cc1,-4,.,.,.,-3,3,0,-18,-1.3
Cc1cccc(C(=O)N/N=C/c2ccc(OCC(=O)N3CCCCC3)cc2)c1,3,.,.,.,-4,10,7,-17,2.2*
COc1ccc(CCNc2ncnc3c2oc2ccccc23)cc1OC,-7,97,57,66,-5,13,-12,67*,-0.82
O=C(NCc1cccnc1)c1cccc(NC(=O)c2ccco2)c1,-11,98,90,96,-6,-3,0,-14,0.1
COc1cc(C(c2c(C)[nH][nH]c2=O)c2c(C)[nH][nH]c2=O)ccc1OS(=O)(=O)c1ccc(C)cc1,-6,110,114,60,1,8,-3,-5,-0.14
CC1(C)CC(=O)c2sc(NS(=O)(=O)Cc3ccccc3)nc2C1,.,92,94,105,-4,.,.,16,0.42
CCOc1nc(-c2ccc(OC)cc2)ccc1-c1noc(-c2cccnc2)n1,.,103,98,95,-1,.,.,-6,.
CCOc1ccc(-n2c(=O)c3sccc3n(CC(=O)NCc3ccco3)c2=O)cc1,-5,100,108,92,-2,-2,-7,4,0.082
COc1ccc(OCC(=O)N2CCN(S(=O)(=O)c3ccc(Cl)cc3)CC2)cc1,-4,94,104,94,-2,1,0,-19,-0.25
# Additional records:
SMILES,Ecoli WT expand,Fibroblast inh,HUVEC inhibit,H69AR inhibit,S1P2 agonist,PostGolgi ctrl,PostGolgi yeast,S1P2 antag,hDAT+cocaine
CCN(CC)CCN1C(=O)C(=O)/C(=C(/O)c2ccc(OC(C)C)cc2)C1c1ccncc1 (configuration not stated),3,109,109,93,-1,6,-3,-27,-0.51
Cc1cccc(C)c1-n1c(SCC(=O)NCc2ccco2)nc2ccccc2c1=O,-5,101,94,94,-10,8,5,2,0.5
COc1ccc(N2CCN(C(=O)C3CCCN(S(=O)(=O)c4cccc5cccnc45)C3)CC2)cc1 (configuration not stated),1,98,98,72,-2,4,-9,11,2.1
O=C1CCN2C=Nc3cccc4ccc1c2c34,17,.,.,.,-5,-2,5,3,0.41
O=C(O)CSc1ncn[nH]1,1,108,100,105,-3,15,5,19,0.33
Cc1ccccc1Cn1c(CN2CCc3ccccc3C2)nc2c1c(=O)n(C)c(=O)n2C,-2,91,77,62,-4,14,10,-14,2.4
O=C(NC1CC1)C1C2C3C4CC5C3C5C4C12 (configuration not stated),-5,97,101,97,-6,14,-1,3,-0.43
CSCCC(NC(=O)COc1ccccc1)C(=O)N1CCN(c2ccccc2F)CC1 (configuration not stated),0,94,107,92,-1,1,-3,-4,1.4
COC(=O)CC(=O)CSc1nc(C)cc(C)c1C#N,1,94,96,84,-6,-4,4,-9,0.12
Cc1cn(C2OC(COC(=O)c3ccccc3)C(O)C2O)c(=O)[nH]c1=O (configuration not stated),6,.,.,.,-2,9,4,11,-0.018
COc1ccc(S(=O)(=O)N(C)CC(=O)N2CCCCCC2)cc1OC,-7,92,97,103,-10,7,1,-12,0.88
Cc1cc2cc(CNS(=O)(=O)c3ccccc3)ccc2n1C,4,114,104,77,-6,-10,2,5,-0.53
O=C1c2ccccc2C(Nc2ccccc2F)N1c1cccnc1 (configuration not stated),-3,101,103,93,-2,0,-6,6,-1.2
S=C(c1ccc(-c2ccc(Cl)cc2)o1)N1CCCCC1,-8,.,.,.,-4,12,-1,-5,0.041
CCCOc1ccc(OCCNC2CCCC2)cc1,-1,.,.,.,-5,1,21,24,1.4
COc1cccc(C(=O)NCC(c2cccnc2)N2CCN(c3ccccc3OC)CC2)c1 (configuration not stated),-2,.,.,.,-4,-11,1,6,.
CCCC1CCc2c(sc(NC(=O)OCC)c2C#N)C1 (configuration not stated),.,84,56,28*,1,.,.,-15,0.5
O=C(Cn1c(=O)oc2cc(S(=O)(=O)N3CCCCC3)ccc21)N1CCc2ccccc21,-4,.,.,.,-1,1,-7,7,.
Cc1ccc(Cn2nnc3c(=O)[nH]c(C4CCN(C(=O)c5cccs5)CC4)nc32)cc1,1,94,83,84,-4,2,0,-9,0.34
COc1ccc(N=Cc2sc3ccccc3c2Cl)cc1,7,.,.,.,-13,10,-3,2,0.22
CSc1nnc(Cc2cc(=O)[nH]c(=O)[nH]2)n1-c1cccc(C)c1,9,90,83,99,-7,-3,1,10,-0.15
O=C(NCc1ccco1)C1CCN(S(=O)(=O)Cc2ccccc2)CC1,.,95,91,92,1,.,.,-14,-0.14
COCCSc1ccccc1C(=O)Nc1ccc2c(c1)OCCO2,2,115,104,90,-7,-3,4,-11,-0.48
Oc1c(C(c2cccs2)N2CCN(c3ccc(F)cc3)CC2)sc2ncnn12 (configuration not stated),2,87,105,105,-3,1,-13,16,1
CCOc1ccc(N2C(=O)CC(Sc3ncccn3)C2=O)cc1 (configuration not stated),-3,97,86,88,-3,9,2,12,0.17
# Continued.
SMILES,Ecoli WT expand,Fibroblast inh,HUVEC inhibit,H69AR inhibit,S1P2 agonist,PostGolgi ctrl,PostGolgi yeast,S1P2 antag,hDAT+cocaine
CC1CCCN(C(=O)c2ccc(COc3ccccc3Br)cc2)C1 (configuration not stated),-8,.,.,.,-3,29,-9,-8,0.29
Nc1[nH]n2c(=O)c3c(nc2c1N=Nc1ccccc1)CCCC3,-8,.,.,.,-1,6,3,8,0.49
COc1ccc2c(OC)cc(-c3ccccc3)nc2c1,.,93,83,75,-2,.,.,-2,-1.6
O=S(=O)(c1ccc(Br)cc1)N1CCn2c(nc3ccccc32)C1,-4,87,81,93,-6,13,6,7,-0.53
Cn1nc(OC(=O)Nc2ccc(F)cc2)cc1C(F)(F)F,6,108,95,109,-7,9,-7,-2,-0.31
Cc1cc(C)c(NC(=O)Cn2nnc(C(=O)NCc3cccs3)c2N)c(C)c1,-4,.,.,.,-3,-6,8,17,0.46
Cc1ccc(CS/C(Nc2ccccc2C)=C(\C#N)C(=O)NCc2ccco2)c(C)c1,-18,90,104,73,-7,8,-9,9,0.27
CS(=O)(=O)N(CC(=O)N1CCN(Cc2ccccc2)CC1)Cc1ccccc1,0,99,103,90,-3,3,4,10,-0.26
CCC(C)NS(=O)(=O)c1ccc(-c2csnn2)s1 (configuration not stated),5,104,96,97,0,8,20,8,1.2
CCOC(=O)C1=C(C)NC(=O)NC1c1c(O)ccc2ccccc12 (configuration not stated),2,107,105,89,-3,1,0,13,1.3
CCOC(=O)N1CCC(NC(=O)CN2C(=O)COc3ccc(C(C)(C)C)cc32)CC1,6,103,98,87,-9,10,5,-1,.
COc1ccc(OC)c(C(=O)CSc2nnc(-c3cccs3)n2C)c1,6,101,94,71,-8,-1,-3,-17,1.9
CCCS(=O)(=O)N1CCC(C(=O)NCCN2CCC(Cc3ccccc3)CC2)CC1,8,101,98,79,-3,11,0,10,0.75
COc1ccc(S(=O)(=O)NC2(C(F)(F)F)N=C3SCCN3C2=O)cc1 (configuration not stated),-1,103,109,84,-4,3,2,-4,-1.5
Cc1cnc(NC(=O)CN2CCN(c3ccccc3F)CC2)s1,.,106,99,99,-5,.,.,2,0.4
OCCN1CCN(Cc2cc(Br)cc(Br)c2O)CC1,6,95,100,73,-6,15,0,18,-0.51
OCC#CCSc1nnc(-c2ccccc2Br)o1,1,108,90,96,-4,5,7,-8,-1.1
CC(=O)Nc1nc2c(c3c1c(=O)oc1ccccc13)CCCC2,4,100,98,102,-2,2,14,-1,.

# Quoted from the entries so far (16 entries):
SMILES,Ecoli WT expand,Fibroblast inh,HUVEC inhibit,H69AR inhibit,S1P2 agonist,PostGolgi ctrl,PostGolgi yeast,S1P2 antag,hDAT+cocaine
CC1CCCN(C(=O)c2ccc(COc3ccccc3Br)cc2)C1 (configuration not stated),-8,.,.,.,-3,29,-9,-8,0.29
Nc1[nH]n2c(=O)c3c(nc2c1N=Nc1ccccc1)CCCC3,-8,.,.,.,-1,6,3,8,0.49
COc1ccc2c(OC)cc(-c3ccccc3)nc2c1,.,93,83,75,-2,.,.,-2,-1.6
O=S(=O)(c1ccc(Br)cc1)N1CCn2c(nc3ccccc32)C1,-4,87,81,93,-6,13,6,7,-0.53
Cn1nc(OC(=O)Nc2ccc(F)cc2)cc1C(F)(F)F,6,108,95,109,-7,9,-7,-2,-0.31
Cc1cc(C)c(NC(=O)Cn2nnc(C(=O)NCc3cccs3)c2N)c(C)c1,-4,.,.,.,-3,-6,8,17,0.46
Cc1ccc(CS/C(Nc2ccccc2C)=C(\C#N)C(=O)NCc2ccco2)c(C)c1,-18,90,104,73,-7,8,-9,9,0.27
CS(=O)(=O)N(CC(=O)N1CCN(Cc2ccccc2)CC1)Cc1ccccc1,0,99,103,90,-3,3,4,10,-0.26
CCC(C)NS(=O)(=O)c1ccc(-c2csnn2)s1 (configuration not stated),5,104,96,97,0,8,20,8,1.2
CCOC(=O)C1=C(C)NC(=O)NC1c1c(O)ccc2ccccc12 (configuration not stated),2,107,105,89,-3,1,0,13,1.3
CCOC(=O)N1CCC(NC(=O)CN2C(=O)COc3ccc(C(C)(C)C)cc32)CC1,6,103,98,87,-9,10,5,-1,.
COc1ccc(OC)c(C(=O)CSc2nnc(-c3cccs3)n2C)c1,6,101,94,71,-8,-1,-3,-17,1.9
CCCS(=O)(=O)N1CCC(C(=O)NCCN2CCC(Cc3ccccc3)CC2)CC1,8,101,98,79,-3,11,0,10,0.75
COc1ccc(S(=O)(=O)NC2(C(F)(F)F)N=C3SCCN3C2=O)cc1 (configuration not stated),-1,103,109,84,-4,3,2,-4,-1.5
Cc1cnc(NC(=O)CN2CCN(c3ccccc3F)CC2)s1,.,106,99,99,-5,.,.,2,0.4
OCCN1CCN(Cc2cc(Br)cc(Br)c2O)CC1,6,95,100,73,-6,15,0,18,-0.51
